# HepG2 tox: HepG2 cytotoxicity, counter-screen for TGF-b inhibitors. HepG2 CAGA-GFP viability, ATP luminescence, 18 h. Potency, µM (series often up to 46.1 µM), for inactives: top-dose activity change, negative = cytotoxicity, actives largely listed as cytotoxic. actives 0.76% (n = 410,000); also: potency is read from the fitted curve at half-maximal effect; some results filed as inactive show a strong effect at the top dose
#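 HepG2 CAGA-GFP cells (1000/well, DMEM with 1% FBS) received compound, then TGF-beta at 500 pg/mL final, and were incubated 18 hours at 37 degrees C. Viability was read by CellTiter-Glo luminescence. Media-only wells were set as complete cell-killing and DMSO as no toxicity.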
# ATXN viability: cell viability loss in ATXN counter-screen; S2 cells (HEK-293 line with an ATXN2-luciferase reporter) viability, CellTiter-Fluor protease fluorescence, 24 h; Potency, µM (top dose mostly 56.7 µM), most hits filed as cytotoxic; actives 0.49% (n = 400,000); AID 651635; also: potency is read from the fitted curve at half-maximal effect; nearly all actives have a fitted effect of over 40% in size
# MCF10A rereplic: induces DNA re-replication in MCF 10a normal breast cells. MCF 10A DNA re-replication, Hoechst nuclear intensity, 48 h. AID 624296. actives 2.9% (n = 350,000). Potency, µM (top dose mostly 46.1 µM), for inactives: at the top dose activity, positive = re-replication, most hits filed as activators; also: potency is read from the fitted curve at half-maximal effect; % of control where 0% means no effect; nearly all actives have a fitted effect of over 50% in size
# Nrf2 inh: inhibitors of Nrf2 signaling. A549 ARE-Fluc reporter, luciferase luminescence, 18-24 h. Potency, µM (series often up to 46 µM), without a hit: at the top dose activity change, negative = inhibition, usual class: inhibitors. actives 2.1% (n = 360,000). AID 504444; also: potency is read from the fitted curve at half-maximal effect; % is scaled to controls: 0 for no effect and ±100 for the full control effect; nearly all actives have a fitted effect of over 60% in size
#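 Cells were seeded and rested 2 h, then exposed to compounds for 18-24 h. CellTiter-Fluor was read first as a viability measure. BugLite was added 15 min before the final luminescent read of ARE-luciferase activity in A549 cells.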
# A549 viability: kills or reduces viability of A549 cells in Nrf2 counter-screen | A549 ARE-Fluc cells, CellTiter-Fluor viability, 18-24 h | Potency, µM (top dose mostly 46 µM), for inactives: top-dose activity change, negative = cytotoxicity, usual class: inhibitors | actives 0.16% (n = 390,000); also: potency is read from the fitted curve at half-maximal effect; % is scaled to controls: 0 for no effect and ±100 for the full control effect
#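 A549 ARE_Fluc cells in 5% FBS OPTI-MEM were exposed to compounds in concentration-response for 18-24 h at 37 deg C. Viability was read by CellTiter-Fluor fluorescence (Ex 405/Em 525) after 30 min, before the luciferase read.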
# Nrf2 activator: activators of Nrf2 (ARE) signaling; Potency, µM (titrated, usually from 46.1 µM), without a hit: top-dose activation, most hits filed as activators; AREc32 ARE-luciferase reporter (MCF7-derived line), luminescence, 24 h; actives 0.31% (n = 410,000); also: potency is read from the fitted curve at half-maximal effect; % of control where 0% means no effect; nearly all actives have a fitted effect of over 65% in size
#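 AREc32 cells carrying an ARE-driven firefly luciferase, 1000 cells/well in OPTI-MEM with 5% FBS, dosed after overnight attachment and incubated 24 hr at 37 deg C. Steady-Glo luminescence read after 30 min at RT.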
# IL1B secr inh: inhibitors of inflammasome signaling (IL-1 beta secretion); AID 743279; THP-1 LPS/ATP IL-1B secretion, AlphaLISA, 16 h; stronger effect = lower value; activity change, % at 57.5 µM; actives 4.7% (n = 360,000); in the data active = activity change below about -50%; inconclusive = mostly about -30% to -49%; also: % is scaled to controls: 0 for no effect and ±100 for the full control effect
#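 Secreted IL-1B measured by AlphaLISA bead assay after 16 h compound exposure of THP-1 cells; compounds (final up to 57.5 uM) added 1 h before LPS (250 ng/mL) and ATP (1.25 mM) stimulation; lower signal means less secretion.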
# TGFb SMAD3 inh: inhibitors of TGF-b signaling | HepG2 CAGA-GFP TGF-b/SMAD3 reporter, GFP fluorescence, 18 h; TGF-beta stimulated, 500 pg/mL final | Potency, µM (doses to about 46.1 µM), for the others: at the highest dose activity, negative = inhibition, hits mostly inhibitors | actives 1.2% (n = 410,000); also: potency is read from the fitted curve at half-maximal effect; % is scaled to controls: 0 for no effect and ±100 for the full control effect; nearly all actives have a fitted effect of over 65% in size
#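 Smad-responsive CAGA-GFP expression was quantified in HEPG2 cells exposed to compounds and 500 pg/mL final TGF-beta for 18 h at 37 degrees C; unstimulated wells defined full inhibition.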
# ATXN2 expr inh: reduces ATXN2 reporter expression in HEK-293 cells; HEK-293 ATXN2-luciferase reporter, luminescence, 24 h; Potency, µM (top dose mostly 57 µM), for the others: at the highest dose activity change, negative = inhibition, most hits filed as inhibitors; actives 0.72% (n = 360,000); also: potency is read from the fitted curve at half-maximal effect; % is scaled to controls: 0 for no effect and ±100 for the full control effect; nearly all actives have a fitted effect of over 55% in size
#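 qHTS (up to 57 uM final) was run with 24 h compound exposure of reporter cells at 37 °C. Each well was multiplexed: SteadyGlo luminescence measured ATXN2-luciferase expression after a fluorogenic Gly-Phe-AFC viability readout (25 uM final).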
# Active calls of the source: *; i = inactive; ? = inconclusive; · = not tested or not shown; & = joins results of further samples; [ ] = remark or other dose. Unless noted, calls follow the shape of the dose curve; as a rule, active = well fitted curve in the direction sought with a large enough effect; inconclusive = small, poorly fitted or top-dose-only effect, or another doubt; inactive = no such curve, though single readings can be large; an effect the other way counts as inactive or inconclusive.
item	canonical_smiles	HepG2 tox	ATXN viability	MCF10A rereplic	Nrf2 inh	A549 viability	Nrf2 activator	IL1B secr inh	TGFb SMAD3 inh	ATXN2 expr inh
1	COc1cc(C(=O)Nc2ccccc2C(=O)Nc2ccccn2)cc(OC)c1OC	9%	?	?	-10%	-1%	-0.7%	30	19%	·
2	CCN(CC)S(=O)(=O)c1ccc(NC(=O)COC(=O)CNS(=O)(=O)/C=C/c2ccccc2)cc1	1%	i	-1%	-3%	3%	0.0%[9.22 µM]	-8	-11%	-4%
3	CCCn1c(=O)c(C(=O)Nc2ccccc2)c(O)c2ccccc21	8%	i	6%	·	12%	3.9%	17	7%	8%
4	CCN(CC(=O)Nc1c(F)cccc1F)C(=O)c1ccc2c(c1)NC(=O)C(C)S2 (stereo unspecified)	5%	?	0%	-12%	0%	-0.5%	21	-7%	2%
5	CCOc1ccc(NC(=O)C(Cc2ccccc2)NS(=O)(=O)c2ccc3c(c2)oc(=O)n3C)cc1 (stereo unspecified)	-24%	i	·	10%	-5%	-0.1%	·	-2%	2%
6	COc1cc(NS(=O)(=O)c2ccc3c(c2)CCCN3C(C)=O)cc(OC)c1OC	-16%	·	·	?	-12%	-1.0%	·	-3%	·
7	CCCn1cccc(C(=O)Nc2ccc(OC)cc2)c1=O	-10%	i	5%	?	12%	?	33	-3%	2%
8	O=C(Cc1ccc([N+](=O)[O-])cc1)Nc1ccc(Cl)cc1	-26%	i	5%	-28%	5%	-0.3%	-10	-15%	19%
9	COc1ccc(-c2nc3ccccc3o2)cc1NC(=O)c1ccc(N2CCC(C)CC2)c([N+](=O)[O-])c1	-2%	·	·	8%	12%	6.1%	·	-1%	·
10	COC(=O)C1CCN(C(c2ccccc2Cl)c2sc3nc(-c4ccco4)nn3c2O)CC1 (stereo unspecified)	-19%	·	·	·	0%	5.1%	·	-3%	·
11	CC(C)NS(=O)(=O)c1ccc(NC(=S)NC(=O)c2cccc([N+](=O)[O-])c2)cc1	-24%	i	11%	7%	1%	3.7%	3	-27%	-11%
12	CN(C(=O)CSc1nnc(-c2n[nH]c3ccccc23)o1)c1ccccc1	8%	i	-4%	-26%	0%	2.4%	19	-23%	-15%[11.3 µM]
13	N#Cc1c(N)c(C(=O)c2ccccc2)n2ccccc12	-50%	i	0%	-2%	-1%	-0.1%	-11	?	5%
14	CCCCc1ncc(CN2CCN(Cc3ccc(C)cc3)C(CCO)C2)[nH]1 (stereo unspecified)	-1%	i	6%	-5%	-14%	-0.7%	-1	-10%	·
15	Cc1ccc(NC(=O)NC(=O)CN2CCCC2c2ccc3c(c2)OCCO3)cc1C (stereo unspecified)	1%	i	14%	12%	1%	2.6%	-13	-15%	5%
16	CCOc1ccccc1C1c2cc3c(cc2OC(C)(N2CCCC2)C1C)OCO3 (stereo unspecified)	5%	i	-4%	21%	1%	0.2%	9	-12%	2%
17	Nc1nc(NC(=O)c2ccccc2)nn1-c1ccccc1	3%	i	-28%	?	19%	2.7%	-3	25%	·
18	CC(C)C(NC(=O)OCc1ccccc1)C(=O)OCC(=O)NC1CC1 (stereo unspecified)	6%	i	3%	-11%	-7%	-0.1%	3	-13%	-20%
19	Cc1ccc2nc(CN3CCN(S(=O)(=O)c4ccc(C)c(C)c4)CC3)oc2c1	-1%	i	·	·	-4%	-0.9%	·	-21%	-3%
20	O=C(NCc1ccc(OC(F)(F)F)cc1)C1CCC(=O)N(C2CC2)C1 (stereo unspecified)	-1%	i	8%	-13%	-5%	2.2%	14	3%	-11%
21	CCN1C(=O)C(=O)N(CC(=O)N2CCC(C)Sc3ccccc32)C1=O (stereo unspecified)	2%	i	23%	2%	4%	-0.8%	-2	7%	5%
22	COc1ccccc1NS(=O)(=O)c1cccc(C(=O)N2CCN(C(=O)c3ccco3)CC2)c1	2%	i	2%	-12%	6%	-0.3%	-3	-4%	8%
23	COCC(C)NCc1ccc(OC)c(Br)c1 (stereo unspecified)	7%	i	4%	4%	0%	0.1%	-3	14%	3%[11.3 µM]
24	CCc1nnc(NC(=O)c2c(C)nn(-c3ccccc3)c2Cl)s1	1%	i	0%	3%	-15%	0.1%	-1	-12%	1%
25	CC(=O)Nc1ccc2c(c1)CCc1ccccc1-2	0%	i	6%	?	-1%	8.2%	13	0%	48%[activator]
26	CCn1c(SCC(=O)N(C)CCC#N)nc2cc(S(=O)(=O)N3CCOCC3)ccc21	-25%	i	-1%	-8%	0%	-0.2%	0	?	7%
27	O=C(c1ccc(F)cc1)N1CCC(N2CCOCC2)CC1	4%	?	16%	-15%	-15%	-1.1%	4	4%	-3%
28	NS(=O)(=O)c1ccc(CNC(=O)CNC(=O)c2ccc(Br)o2)cc1	-23%	i	-3%	5%	4%	-0.5%	-5	6%	13%
29	CCCNC(=O)c1cc2ccccc2c(=O)o1	8%	i	2%	1%	-3%	0.3%	-8	9%	0%
30	O=S(=O)(c1cccc(Cl)c1Cl)N1CCN(C(=S)NCCCN2CCOCC2)CC1	-8%	i	?	?	3%	4.8%	-74*	-23%	-19%

# A run of entries of the results above, for reference:
item	canonical_smiles	HepG2 tox	ATXN viability	MCF10A rereplic	Nrf2 inh	A549 viability	Nrf2 activator	IL1B secr inh	TGFb SMAD3 inh	ATXN2 expr inh
1	COc1cc(C(=O)Nc2ccccc2C(=O)Nc2ccccn2)cc(OC)c1OC	9%	?	?	-10%	-1%	-0.7%	30	19%	·
2	CCN(CC)S(=O)(=O)c1ccc(NC(=O)COC(=O)CNS(=O)(=O)/C=C/c2ccccc2)cc1	1%	i	-1%	-3%	3%	0.0%[9.22 µM]	-8	-11%	-4%
3	CCCn1c(=O)c(C(=O)Nc2ccccc2)c(O)c2ccccc21	8%	i	6%	·	12%	3.9%	17	7%	8%

# Additional compounds follow:
item	canonical_smiles	HepG2 tox	ATXN viability	MCF10A rereplic	Nrf2 inh	A549 viability	Nrf2 activator	IL1B secr inh	TGFb SMAD3 inh	ATXN2 expr inh
31	O=C1c2ccncc2C(=O)N1CNc1ccc(Cl)cc1	-9%	i	-1%	19%	0%	5.7%	-1	9%	-3%
32	CCC(=O)N1CCN(c2ccc(NC(=S)NC(=O)C(C)C)cc2)CC1	-40%	i	-12%	4%	-1%	-0.4%	-14	-7%	-22%
33	O=c1c2ccccc2on1-c1ccccc1	-27%	i	·	·	·	?	-1	7%	48%[activator]
34	COc1ccc(C(C(=O)NC(C)(C)C)N(C(=O)CCC(=O)Nc2cc(C)on2)c2ccc3c(c2)OCCO3)cc1 (stereo unspecified)	23%	i	3%	6%	0%	-0.4%	-10	21%	-15%
35	CC1Cc2ccccc2N1CC(=O)NC(=O)NC(C)(C)C (stereo unspecified)	-2%	i	0%	?	-5%	-0.7%	65	1%	3%
36	CNC(=S)Nc1ccc(OC(F)(F)F)cc1	-24%	i	-1%	-4%	0%	-0.6%	0	-6%	-9%
37	O=C1CCc2cc(S(=O)(=O)N3CCC(C(=O)NCCC4=CCCCC4)CC3)ccc2N1	-4%	i	13%	-17%	6%	-0.7%	0	-4%	-16%
38	CC(=O)N1CCC2(CC1)C(C#N)=C(N)Oc1n[nH]c(C)c12	-14%	i	7%	-15%	3%	-0.5%	5	1%	-6%
39	CCc1nc(C#N)c(N2CCOCC2)o1	6%	i	5%	-16%	-5%	0.3%	23	2%	3%
40	CCOC(=O)c1c(C)[nH]c(C)c1S(=O)(=O)N1CCCC(C(=O)NCc2cccc(C)c2)C1 (stereo unspecified)	-5%	i	·	7%	1%	4.7%	·	-3%	12%
41	CN1CCN(CC#CC(C)(O)C2CC3C=CC2C3)CC1 (stereo unspecified)	-3%	i	-11%	10%	2%	0.1%	14	2%	-2%
42	CCOC(=O)c1nn(-c2ccccc2C)c2nc(Nc3ccccc3)cc(=O)n12	-2%	i	14%	8%	0%	-0.4%	20	-2%	-30%
43	CCOC(=O)c1cccc(NC(=O)CSc2nnc(CNc3ccc(C)cc3)n2CC)c1	-36%	i	2%	27%	1%[1.84 µM]	6.8%	3	-22%	8%
44	CNC(=O)c1c(NC(=O)c2nc(SCc3ccc(C)cc3)ncc2Cl)sc2c1CCCC2	10%	i	·	-5%	?	-0.8%	·	-11%	42%[activator]
45	NC(=O)CSc1oc(-c2ccco2)nc1S(=O)(=O)c1ccc(Br)cc1	-27%&-6%	i	0%	-13%	0%&11%	0.2%&0.4%	?	0%&-4%	-7%&-13%
46	CCOC(=O)Cc1nnc(-c2ccccc2)o1	0%	i	8%	3%	5%	0.0%	-1	2%	8%
47	CCOC(=O)c1c(C)[nH]c(C2=NNC(=NC3CC3)SC2)c1C	-28%	i	-13%	?	12%	4.5%	-50*	-6%	11µM*
48	Cc1cccnc1NC(=O)c1ccco1	-5%	i	-4%	7%	-1%	-0.1%	18	-10%	-4%
49	Cc1ccc(S(=O)(=O)N2CCC(=O)N(C(COCc3ccc(Cl)c(Cl)c3)Cc3ccccc3)CC2)cc1 (stereo unspecified)	-25%	i	23µM*	-10%	11%	-0.1%	48	-1%	0%
50	Cc1cccc(NC(=O)CCC(=O)N/N=C/c2cccnc2)c1	13%	i	-2%	-11%	-1%	-0.4%	1	-2%	2%
51	O=C(CCCN1C(=O)c2ccccc2C1=O)NCCC1=CCCCC1	-5%	i	1%	1%	12%	-0.9%	5	-1%	-3%
52	O=C(Nc1ccccc1[N+](=O)[O-])c1cccnc1Cl	18%	?	-4%	14%	-6%	3.6%	-6	-3%	5%
53	Cc1[nH]c2c(Cl)cccc2c1CCNC(=O)C1CCCCC1C(=O)OCC(F)(F)F (stereo unspecified)	21%	i	-5%	?	-10%	-0.3%	-80*	9%	-17%
54	CCCc1nn(C(=O)c2ccccc2)c2c1C(=O)CC(C)(C)C2	-33%	i	4%	3%	1%	0.0%	37	4%	3%
55	CN(c1ccccc1C(=O)O)S(=O)(=O)c1ccc2c3c(cccc13)C(=O)N2	-1%	i	0%	4%	-6%	-0.6%	30	-11%	3%
